Compound activity from PubChem BioAssay.
APP transl inh: APP translation inhibition | SH-SY5Y APP 5'UTR-luciferase reporter, luminescence | inhibition, % at 2 µM | hit rate 0.82% among 190,000 | AID 1285;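 active = inhibition above a set limit, derived from the sample mean plus 3 SD, cut at about 45% in these data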; note: values of inactives mirror those of a sister screen read the other way
FLuc inhib CS: counter-screen for luciferase assay inhibitors: firefly luciferase inhibition | ATPLite firefly luciferase biochemical luminescence, 10 min | inhibition, % at 10 µM | hit rate 1.5% among 200,000 | AID 1006;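 active = inhibition above about 50% when tested at 10 µM, limit read from the data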
Target sequence (P08659 whole entry, looked up): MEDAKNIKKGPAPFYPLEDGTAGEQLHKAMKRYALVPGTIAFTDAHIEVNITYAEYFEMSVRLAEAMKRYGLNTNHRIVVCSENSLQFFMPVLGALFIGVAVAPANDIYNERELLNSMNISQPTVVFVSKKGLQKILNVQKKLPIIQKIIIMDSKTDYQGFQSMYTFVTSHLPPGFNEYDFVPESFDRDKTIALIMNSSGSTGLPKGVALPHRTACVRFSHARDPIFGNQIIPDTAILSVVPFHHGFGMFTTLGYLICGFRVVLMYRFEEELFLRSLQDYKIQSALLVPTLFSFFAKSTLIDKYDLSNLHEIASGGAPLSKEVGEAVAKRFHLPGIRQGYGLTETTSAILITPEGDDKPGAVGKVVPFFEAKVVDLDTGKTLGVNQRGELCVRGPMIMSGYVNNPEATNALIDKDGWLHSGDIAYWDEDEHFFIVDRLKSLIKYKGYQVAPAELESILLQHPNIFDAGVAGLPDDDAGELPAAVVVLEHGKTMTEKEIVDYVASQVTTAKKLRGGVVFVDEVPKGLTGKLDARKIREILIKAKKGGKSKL
STAT1 inh: STAT1 signaling inhibition. NIH 3T3 STAT1-luciferase reporter, IFN-gamma, luminescence. inhibition, % at 5.5 µM. hit rate 0.35% among 200,000. AID 920;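 active = inhibition above a set limit, the mean inhibition across all tested compounds plus 3 SD, cut at about 34% in these data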;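 note: 0% = IFN-gamma with DMSO and 100% = IFN-gamma with 300 µM nifuroxazide; values of inactives mirror those of a sister screen read the other way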
NF-kB expr up: compounds increasing NF-kB expression in human neuronal cells | NF-kB reporter expression; stronger effect = higher value | fold change at 12.5 µM | hit rate 1.6% among 190,000; in the data active = fold change above about 3.3
STAT3 blocker: reduces IL-6 driven STAT3 reporter signal. inhibition, % at 5.5 µM. AID 862. U3A cells, IL-6 STAT3-luciferase reporter, luminescence; host cell line lacks STAT1. hit rate 0.89% among 190,000;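 active = inhibition above the mean inhibition across all screened compounds plus 3 SD, cut at about 44% in these data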;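 note: 0% = DMSO only wells and 100% = 100 µM nifuroxazide control wells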
STAT1 activator: activators of IFN-gamma induced STAT1 signaling | AID 932 | NIH 3T3 STAT1-luciferase reporter, luminescence; 100% = IFN-gamma alone, no compound | hit rate 2.6% among 200,000 | activation (% of control), % at 5.5 µM;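 active = activation above the screen-wide mean activation plus 3 SD, cut at about 130% in these data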;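 note: raw ratio to IFN-gamma control signal so 100% means no change and 0% no light; values of inactives mirror those of a sister screen read the other way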
STAT3 act: increases IL-6 driven STAT3 reporter signal; U3A cells, IL-6 STAT3-luciferase reporter, luminescence; 100% = signal with IL-6 EC80 alone; activation (% of control), % at 5.6 µM; hit rate 0.91% among 190,000; AID 871;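 active = activation above the screen-wide mean of compound activation plus 3 SD, cut at about 130% in these data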;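 note: 0% = background luminescence of wells with medium and substrate only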
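Test system: Human STAT1-deficient U3A cells with stable STAT3-luciferase reporter | Also added: Interleukin-6, 33 ng/mL | Timing: Compound pre-incubation 1 h before IL-6, then 6 h stimulation at 37 °C | Technique: Luciferase reporter luminescence | Read-out: Percent of IL-6-only median luminescence | Benchmarks: IL-6-only wells as 100% reference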
RAM network inh: yeast RAM network inhibition. S. cerevisiae dse1pr::URA3 reporter, 5-FOA growth OD615, 2 d; analog-sensitive cbk1-as2 kinase mutant strain. inhibition, % at 50 µM. hit rate 1.8% among 190,000. AID 868;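 active = inhibition above a set limit, 3 SD over mean compound inhibition, cut at about 8.4% in these data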;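 note: 0% = DMSO-only wells with no growth and 100% = 10 µM 1-NA-PP1 full growth; inhibition rescues growth on 5-FOA so higher OD means more RAM inhibition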
APP 5'UTR act: activates APP 5'UTR luciferase reporter; SH-SY5Y APP 5'UTR luciferase reporter, luminescence; zero percent = DMSO vehicle wells; activation, % at 2 µM; hit rate 1% among 190,000;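 active = activation above a set limit, based on mean plus 3 SD of controls, cut at about 140% in these data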; note: values of inactives mirror those of a sister screen read the other way
Hsp70 activator: transcriptional activators of Hsp70. HeLa Hsp70 promoter luciferase reporter, luminescence; scaled: vehicle 0, proteasome-inhibitor control 100%. activation, % at 10 µM. hit rate 0.04% among 200,000. AID 1203;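 active = activation above the mean across all tested compounds plus 3 SD, cutoff set per campaign, cut at about 5.5% in these data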;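 note: 100% = MG132 at 30 µM as the positive control and 0% = DMSO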
* hit, by the source's call; . = not tested or not shown.

SMILES	APP transl inh	FLuc inhib CS	STAT1 inh	NF-kB expr up	STAT3 blocker	STAT1 activator	STAT3 act	RAM network inh	APP 5'UTR act	Hsp70 activator
O=C(O)c1ccc(N=C2SCC(=O)N2Cc2ccccc2)cc1	14.4	-6.6	10.8	1.29	3.5	88.2	103.2	4.5	-14.4	-0.3
COC(=O)c1ccccc1NC(=O)CSc1n[nH]c(-c2cccnc2)n1	-10.4	-4.8	1.3	1.09	8.9	99.0	99.5	-0.9	10.4	0.2
COc1cccc2c1OCC(C(=O)NCc1ccc(Cl)cc1Cl)=C2	-0.6	-5.1	2.7	0.98	7.2	95.7	101.9	7.0	0.6	0.1
CC(=O)Nc1ccc(S(=O)(=O)NNC2=NS(=O)(=O)c3ccccc32)cc1	-11.0	-5.0	0.5	1.14	5.3	99.8	102.8	-0.7	11.0	0.1
CCCCNC(=S)N(C)/N=C/c1ccc(F)cc1	1.6	0.4	-2.0	1.21	1.4	101.8	101.2	2.4	-1.6	-0.2
Cc1cc(Nc2c(C#N)c(N)nn2C)ccc1F	26.2	-7.0	5.4	1.02	11.8	94.7	93.5	2.6	-26.2	-0.2
CCOc1ccccc1C1C2CCCCC2(O)CCN1C(=O)c1cccs1 (configuration not stated)	12.1	3.3	-0.8	1.14	-0.2	100.7	99.0	0.2	-12.1	0.1
CCn1c(C)nc2cc(-c3nnc(-c4c(-c5ccccc5)noc4C)o3)ccc21	5.3	-4.5	5.5	0.33	15.1	95.1	91.6	0.6	-5.3	-0.3
CC(=O)NCC(=O)OC(C)C(=O)Nc1ccc(C(C)=O)cc1 (configuration not stated)	19.1	-7.5	2.4	1.16	15.3	97.8	91.4	0.0	-19.1	0.0
O=C(Nc1cccnc1)C1(c2ccccc2)CCCC1	-26.2	2.8	5.9	1.01	7.1	98.3	96.5	0.2	.	-0.2
O=C(NCc1cccnc1)C1CCCN(S(=O)(=O)c2ccc(Cl)cc2)C1 (configuration not stated)	2.1	0.1	1.6	0.91	4.3	98.5	99.6	-0.1	-2.1	0.2
CN(CC(=O)Nc1ccncc1)S(=O)(=O)c1ccc(Br)cc1	20.1	-8.8	4.7	0.98	15.7	95.7	89.5	0.2	-20.1	-0.1
CCOC(=O)N1CCN(CCC(=O)Nc2cc(OC)cc(OC)c2)CC1	-19.7	1.0	7.2	1.42	1.1	92.8	101.8	1.7	19.7	0.2
CC1(C)CC(=O)C(C=NCC(O)c2ccccc2)=C(O)C1 (configuration not stated)	-4.4	-8.4	0.9	1.08	11.0	100.4	96.1	0.6	4.4	-0.4
Brc1ccc(/C=N/c2nc3ccccc3n2CCN2CCOCC2)cc1	-6.0	6.0	-1.9	0.97	1.4	101.6	99.0	-0.3	6.0	-0.2
CCOC(=O)C(Sc1nn(C)c(=S)s1)C(C)=O (configuration not stated)	4.8	-3.4	-3.3	0.95	1.8	103.1	103.7	1.8	-4.8	-0.3
CC(C)(C)OC(=O)NC(=NCCCc1cn(CC(=O)N2CCN(C(=O)OC(C)(C)C)CC2)nn1)NC(=O)OC(C)(C)C	-6.1	-0.5	-2.9	1.15	.	104.1	.	-0.5	6.1	-0.2
COc1ccc(CNC(=O)C(C)Cc2ccccc2)cc1O (configuration not stated)	4.8	-3.0	2.5	1.37	2.3	97.7	95.7	0.4	-4.8	-0.5
CC1CN(C2CCN(C(=O)COc3ccccc3)CC2)CC(C)O1 (configuration not stated)	-12.4	-3.3	-4.6	0.92	1.8	104.3	100.1	1.8	12.4	0.2
C=CCN1C(=O)C2C3CC(=O)C(c4ccccc43)C2C1=O (configuration not stated)	0.1	-2.6	-8.3	1.78	8.6	105.7	99.9	-0.9	-0.1	0.1
COc1ccc(C(=O)N2CCN(S(=O)(=O)c3cc(Cl)ccc3OC)CC2)cc1	-8.0	-5.5	-1.7	1.05	5.8	101.6	98.2	2.4	8.0	-0.1
COc1ccc(-n2c(=O)cc(N3CCN(c4ccccc4F)CC3)[nH]c2=O)cc1	-3.5	-1.8	-2.0	1.16	13.6	100.2	92.2	0.5	3.5	0.1
COc1cc(OC)cc(C(=O)NC(C)c2ccc(Br)cc2)c1 (configuration not stated)	-7.8	0.8	4.3	1.05	6.2	94.7	98.5	3.7	7.8	0.0
Cc1ccc2nc(N3CCN(Cc4ccc(F)cc4)C3=O)c(C)cc2c1	-23.9	-7.4	-0.6	1.38	11.8	100.5	91.9	-0.5	23.9	-0.2
O=C(NNC(=S)NCCCN1CCOCC1)c1ccncc1	-1.6	-5.0	-5.0	1.14	5.7	104.8	103.3	0.6	1.6	0.0
CC(C)CCNc1nc2c(cc1C#N)COC(C)(C)C2	-0.1	-5.1	1.1	1.11	-15.1	98.9	113.3	1.2	0.1	-0.2
COc1ccc(N2CCN(C(=O)c3cccc4nc(C)oc34)CC2)cc1	16.6	0.1	-4.5	1.22	5.8	106.0	99.3	2.3	-16.6	0.1
Cc1ccccc1OCCNC(=O)CSc1ccc(C(F)(F)F)cc1[N+](=O)[O-]	-4.2	-1.1	4.9	1.1	-2.2	95.6	99.7	5.5	4.2	-0.1
CCSCc1nnc(SCC(=O)Nc2nc(C)cs2)n1C	7.9	-5.8	-6.8	0.88	3.3	105.3	103.5	0.0	-7.9	0.1
Cc1cc(NCc2ccc(F)cc2Cl)n2nnnc2n1	20.6	-8.0	-2.6	1	5.8	100.8	98.8	2.3	-20.6	-0.2
COc1ccc(CNC(=O)c2cc3c(=O)[nH]c4ccccc4c3n2C)cc1	-0.6	0.0	-4.0	1.09	20.7	101.3	85.2	5.8	0.6	-0.2
NC1=Nc2cccc3cccc1c23	-8.9	0.0	1.7	1.18	7.9	97.0	95.2	1.0	8.9	-0.1
CN1CCN(S(=O)(=O)c2ccc(Sc3nc4ccccc4[nH]3)c3nsnc23)CC1	-1.3	-5.3	-1.1	1.21	-1.1	101.0	106.3	1.4	1.3	-0.2
CCOc1ccc(Oc2c(C)oc3cc(O)ccc3c2=O)cc1	-9.7	-0.7	9.1	.	-1.6	92.0	107.0	0.0	9.7	0.0
Cc1ccc(C)c(N2CCN(C(=O)CCCOc3cc(=O)n(C)c4ccccc34)CC2)c1	.	-2.2	7.4	0.65	-1.9	93.2	106.8	0.8	.	-0.3
Cc1ccc(OCC(=O)N/N=C\c2ccncc2)c(C)c1	2.3	-2.8	1.4	0.98	-3.8	98.8	103.5	3.0	-2.3	0.3
CCN(CC)S(=O)(=O)c1ccc(NC(=O)C2CCCO2)cc1 (configuration not stated)	-26.6	-5.9	-1.7	1.21	3.4	101.5	100.1	0.3	26.6	0.4
COc1ccc(-c2cn3cccnc3n2)cc1Br	4.4	42.3	-7.6	1.73	13.8	106.8	91.2	0.5	-4.4	-0.2
CCCCn1c(N)c(N2CCOCC2)c(=O)n(CC(=O)NC(C)c2ccccc2)c1=O (configuration not stated)	12.1	-4.9	-4.0	0.96	0.7	103.0	101.4	1.0	-12.1	0.2
CCn1cc([N+](=O)[O-])c(C(=O)NCc2ccc(Cl)cc2)n1	0.9	-6.7	-2.7	1.17	14.3	100.6	90.5	0.8	-0.9	-0.5
Cc1cccc(C)c1NC(=O)C(NC=O)c1ccccc1 (configuration not stated)	1.2	-3.5	3.2	1.15	9.3	97.1	97.9	3.4	-1.2	-0.3
CC(=O)c1c(C)[nH]c(C(=O)N2CCN(c3ccc(F)cc3)CC2)c1C	-16.7	-4.0	18.4	0.79	20.7	83.1	85.3	1.1	16.7	-0.2
Cc1ccc(/C=C2/SC(=S)N(CCC(=O)N3CCN(C)CC3)C2=O)cc1	22.5	11.4	-1.5	2.66	0.0	99.4	103.0	1.3	-22.5	-0.3
CC(=O)N1CCN(Cc2nc3cc(NC(=O)c4ccccc4C)ccc3n2C)CC1	-6.9	2.9	-2.0	1.01	8.6	101.8	95.9	2.2	7.0	0.2
O=C(Nc1cccnc1)NC1CCCCC1	-18.5	-5.2	7.0	1.24	10.3	93.0	101.3	0.8	18.5	-0.2
CN(C)CCNC(=O)C12CC3(C)CC(C)(CC(C)(C3)C1)C2	-4.2	-3.0	7.3	1.07	4.9	93.3	102.3	2.5	4.2	-0.1
Cn1nnnc1SCC(=O)Nc1nc2ccccc2s1	16.2	-5.8	-29.4	1.74	-2.9	125.0	105.5	0.5	-16.2	0.1
COc1ccc(N(CC(=O)N2CCc3ccccc3C2)S(=O)(=O)c2c(C)nn(C)c2C)cc1	0.4	-9.3	-3.6	1.11	9.7	103.3	96.0	0.2	-0.4	-0.2
CCOc1ccccc1NC(=O)c1ccc(OCC)c([N+](=O)[O-])c1	-8.1	-2.8	7.7	0.93	13.6	93.3	88.8	5.7	8.1	-0.1
FC(F)(F)c1cccc(Cn2cnc(NC(=S)NCCc3ccccc3)n2)c1	-20.3	-7.0	7.0	0.97	12.6	93.7	96.7	6.2	20.2	0.4
COC(=O)C1=C(C)N(CC(C)C)C(=O)C1	1.5	1.1	1.5	1.06	0.2	100.5	100.8	0.3	-1.5	-0.5
COc1cccc(NC(=O)CC2SC(=Nc3ccccc3)NC2=O)c1 (configuration not stated)	6.5	-3.2	0.7	0.94	0.9	97.1	99.2	3.7	-6.5	1.5
O=C1NC(=O)c2cc(NC(=O)C3CCCCC3)ccc21	-19.8	-1.3	5.6	1.06	9.1	94.8	95.8	1.4	19.8	-0.1
CCC(C)[C@H](NC(=O)NC1CC1)C(=O)O (some centres not stated)	-4.5	2.4	-9.2	1.15	1.3	108.5	103.7	-0.9	4.5	-0.3
COc1ccc(/C=N/NC(=O)COc2ccc(Cl)cc2Cl)cc1Cn1nc(C)cc1C	21.8	-6.3	1.1	1.07	-16.2	99.0	114.1	4.7	-21.8	-0.1
CCN(CC)C(=O)CSc1nc(N)c(C(=O)Nc2ccc(OC)cc2)s1	-5.3	11.3	-2.6	0.54	20.6	102.3	88.4	-0.8	5.2	-0.2
COc1ccc(C(=O)OCC(=O)NC2CC2)cc1S(=O)(=O)N1CCOCC1	18.1	-0.8	-15.1	0.95	-3.5	112.5	104.5	-0.9	-18.1	0.2
CN(C)C(=O)c1ccc(N/C=C(\C=O)c2nc3ccccc3o2)cc1	18.6	-1.8	4.6	0.95	-43.8	93.8	141.1*	0.0	-18.6	-0.4
O=[N+]([O-])c1ccc(Sc2cccc3cccnc23)cc1	-16.9	-0.5	-8.1	1.19	-4.0	107.4	103.5	-0.3	16.9	-0.1
Nc1nnc(CC(=O)N2CCCCC2)s1	7.2	-5.1	-7.1	1.15	-0.4	106.4	104.6	0.5	-7.2	-0.4

Results in STAT3 blocker and FLuc inhib CS, for 2 of the compounds above:
SMILES | STAT3 blocker | FLuc inhib CS
COc1ccc(/C=N/NC(=O)COc2ccc(Cl)cc2Cl)cc1Cn1nc(C)cc1C | -16.2 | -6.3
CCN(CC)C(=O)CSc1nc(N)c(C(=O)Nc2ccc(OC)cc2)s1 | 20.6 | 11.3
